MITF act – increases MITF-driven TRPM1 promoter luciferase signal. SK-MEL-5 TRPM1-promoter luciferase, 24 h; % of positive control, neutral wells = 0. activation, % at 12.5 µM. 300,000 tested, 0.75% active;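 active means mean activation of at least 80% with every replicate also reaching 80%; inconclusive means mean reaches 80% but some replicate falls short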;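 further: 0% = neutral control wells and 100% = parthenolide positive control wells; values of inactives mirror those of a sister screen read the other way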
PKA-R1A act – PKA-R1A complex activation; 340,000 tested, 0.083% active; activation, % at 11.4 µM; PKA-R1A dissociation, Cy5-IP20 fluorescence polarization; scaled: DMSO 0%, 113 µM cGMP 100%; AID 504707;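 active means percent activation above the mean of all tested compounds plus 3 SD, cut at about 19% in these data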;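 further: higher means more PKAc released from R1A so a rise in polarization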
SUMO Mot1 rescue – SUMOylation pathway inhibition by Mot1-301 growth rescue; S. cerevisiae Mot1-301 growth rescue, ATP luminescence, 38.5C; percent above DMSO median, 100 means doubled; growth rescue, % at 18.8 µM; 320,000 tested, 1% active;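 active means every valid replicate shows activation above 250% relative to neutral control wells; inactive means the rest, any valid replicate at or below 250%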;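 further: OY570 slx delta 5 strain wells were the positive control but not used for scaling; some compounds called inactive have numbers as strong as hits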
SR-BI DiI-HDL act – SR-BI HDL lipid transfer activation; CHO ldlA[mSR-BI] cells, DiI-HDL uptake fluorescence, 3 h; 100 = double the neutral-control signal; activation, % at 12.5 µM; 320,000 tested, 0.096% active; AID 504775;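 active means mean replicate activation of at least 60% and every replicate at or above 60%; inconclusive means mean or all-replicate condition met, but not both; inactive means mean below 60% and not all replicates reaching 60%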;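 further: 0% = median plate neutral-control signal and 100% = twice that signal; values of inactives mirror those of a sister screen read the other way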
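material = CHO ldlA[mSR-BI] cells | medium = Ham's F12 with 0.5% BSA, HEPES 25 mM, pH 7.4 | reagent = fluorescent DiI-HDL, 10 µg/mL final | compound dosing = single-point compound dose | incubation = 3 h, 37 °C | measured by = bottom-read fluorescence, 550/595 nm | measure = HDL uptake via cellular fluorescence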
Pemphigus Ab inh – blocks pemphigus antibody binding to human desmoglein-3; P32926; DSG3-coupled beads, scFv-anti-DSG3-GFP binding, flow cytometry; hits give low values; binding (percent of control), % at 10 µM; 310,000 tested, 0.48% active;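 active means binding more than 3 SD below its plate's average and above zero; inconclusive means below that plate limit but binding exactly zero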;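 further: hits lower antibody fragment binding to DSG3; some compounds called inactive have numbers as strong as hits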
CDK5 inh – inhibitors of human CDK5/p35 kinase; AID 488839; inhibition, % at 10 µM; Recombinant CDK5/p35, ADP-Glo luminescence, 60 min; 330,000 tested, 0.01% active;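 active means highest replicate inhibition of at least 50% and at least 75% of replicates reaching 50%; inconclusive means only one of the two criteria met; inactive means both criteria failed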;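 further: plate controls were DMSO neutral control for no effect and GW8510 at 10 µM for full effect; many of its hits are not listed in these tables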
dFosB activator – enhances mouse delta FosB homodimer DNA binding; P13346; purified delta FosB, TAMRA-CDK5 oligo fluorescence polarization; percent of positive-control signal above neutral wells; activation, % at 25 µM; 340,000 tested, 0.99% active; AID 493131;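 active means mean activation above about 17%, with every replicate also reaching it, limit read from the data, passing the limit was not always enough; inconclusive means only one of the two conditions met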;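 further: fluorescence polarization rise as delta FosB binds a TAMRA Cdk5 AP-1 oligo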
Arr AP2 block – blocks beta-arrestin peptide binding to AP2 adaptin; inhibition, % at 10 µM; FITC-arrestin peptide / GST-AP2 beads, flow cytometry; AP2 beta2 appendage carries R879A mutation; AID 504490; 340,000 tested, 0.31% active;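 active means inhibition above a set limit, near 3 SD of compounds lacking own fluorescence, cut at about 54% in these data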;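 further: plate controls were DMSO wells for no effect and 5 µM unlabelled arrestin peptide for full effect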
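System: GST-tagged AP2 beta2-adaptin appendage (R879A) on 4 µm glutathione beads / Reagent: FITC-arrestin peptide, 50 nM / Detection: HyperCyt-sampled flow cytometry, FL1 channel, ex 488/em 535 nm / Timing: 12 min plus 1 h, RT / Buffer or medium: PBS plus Tween 20 (0.05%) and BSA (0.1%)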
PKA-R2B activ – activators of human PKA-R2B complex; P22694+P31323; 340,000 tested, 0.079% active; AID 504700; activation, % at 11.4 µM; PKA-R2B holoenzyme dissociation, Cy5-IP20 fluorescence polarization; R2B truncated from residue 108, S112A mutant; 0% DMSO only, 100% 113 µM cGMP;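 active means activation above a cutoff set at the mean over all compounds plus 3 SD, cut at about 18% in these data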;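 further: higher means more holoenzyme dissociation and a rise in polarization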
Target sequence (P31323 whole entry, looked up, other chains not shown, the tested form may be a part): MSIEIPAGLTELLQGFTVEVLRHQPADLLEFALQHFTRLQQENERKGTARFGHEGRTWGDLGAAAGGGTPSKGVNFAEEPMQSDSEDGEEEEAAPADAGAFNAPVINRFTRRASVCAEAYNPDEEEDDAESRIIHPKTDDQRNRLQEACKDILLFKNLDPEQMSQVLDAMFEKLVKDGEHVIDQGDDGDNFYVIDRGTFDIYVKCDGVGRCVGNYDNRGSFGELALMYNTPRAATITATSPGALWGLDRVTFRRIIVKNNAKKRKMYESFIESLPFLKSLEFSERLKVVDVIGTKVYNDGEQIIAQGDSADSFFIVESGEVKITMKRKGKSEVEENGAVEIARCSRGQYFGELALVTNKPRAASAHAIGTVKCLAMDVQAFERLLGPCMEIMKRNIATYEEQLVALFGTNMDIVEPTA
NSD2 HMT inh – blocks human histone methyltransferase NSD2 | O96028 | NSD2 peptide methylation, AlphaScreen, 120 min | inhibition, % at 12.5 µM | 310,000 tested, 0.54% active; in the data active means inhibition above about 50%
SR-BI DiI inh – blocks mouse SR-BI lipid uptake from DiI-HDL; Q61009; ldlA[mSR-BI] CHO cells, DiI-HDL uptake fluorescence, 3 h; 320,000 tested, 0.96% active; inhibition, % at 12.5 µM;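 active means mean replicate inhibition of at least 70% and a set share of replicates each scoring 70 or more; inconclusive means meets just one of the two criteria; inactive means fails both criteria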;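 further: 0% = median of neutral control wells and 100% = median of positive control wells; values of inactives mirror those of a sister screen read the other way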
Target sequence (Q61009 whole entry, looked up): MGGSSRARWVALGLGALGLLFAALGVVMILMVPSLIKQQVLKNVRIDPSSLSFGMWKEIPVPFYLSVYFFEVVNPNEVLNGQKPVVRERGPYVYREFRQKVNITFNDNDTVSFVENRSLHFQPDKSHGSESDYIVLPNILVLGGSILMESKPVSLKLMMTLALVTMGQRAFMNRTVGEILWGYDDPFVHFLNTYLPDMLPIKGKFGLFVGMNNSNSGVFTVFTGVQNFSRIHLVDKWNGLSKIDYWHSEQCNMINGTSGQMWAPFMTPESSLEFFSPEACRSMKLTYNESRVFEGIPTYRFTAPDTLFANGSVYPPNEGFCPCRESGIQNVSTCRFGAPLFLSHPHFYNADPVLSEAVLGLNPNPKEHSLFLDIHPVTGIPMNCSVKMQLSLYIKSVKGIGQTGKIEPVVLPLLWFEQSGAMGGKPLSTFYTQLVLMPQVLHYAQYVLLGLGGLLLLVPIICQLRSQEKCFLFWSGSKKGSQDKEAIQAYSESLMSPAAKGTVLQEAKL
The depositor's hits bear a star; ? = inconclusive; . = no result given.

NSD2 HMT inh | MITF act | SR-BI DiI inh | dFosB activator | Arr AP2 block | SUMO Mot1 rescue | SR-BI DiI-HDL act | CDK5 inh | PKA-R1A act | PKA-R2B activ | Pemphigus Ab inh | Molecule
-7 | 13 | -16 | -3 | -8 | -3 | 16 | 0.3 | -12 | -4 | . | O=C(CCc1nc(-c2ccc(Cl)cc2)no1)NC1CCCCC1
1 | 12 | 8 | 2 | 4 | 29 | -8 | -5.2 | -2 | -8 | 106 | OC(COCc1ccc(Cl)cc1)CN1CCN(c2ccccn2)CC1 (stereo not drawn)
0 | -4 | 8 | -13 | 41 | 12 | -8 | 0.1 | -15 | 9 | 97 | CC(C)COP(=O)(OCC(C)C)C(Nc1ccccc1)c1ccc2c(c1)OCO2 (stereo not drawn)
. | 5 | -10 | -5 | 17 | -16 | 10 | -0.4 | -3 | -2 | 106 | CC(C)C[C@@]12C(=O)N(c3cccc(Cl)c3)C(=O)N1[C@H](c1ccc(Cl)cc1)[C@@H]1C(=O)N(C3CCCCC3)C(=O)[C@@H]12
0 | 0 | 54 | 1 | -13 | 4 | -54 | -1.4 | -14 | -2 | 96 | COc1cc2nc(NCC3CCCO3)n3nc(-c4cccnc4)nc3c2cc1OC (stereo not drawn)
. | 82* | 4 | 4 | 36 | . | -4 | -1.1 | -1 | 1 | 97 | O=c1nc(/C=C/c2ccc(O)c(O)c2)oc2ccccc12
-3 | -7 | 0 | 0 | 6 | 2 | 0 | -9.5 | -14 | -13 | 102 | O=C1/C(=C/c2cccnc2)Oc2cc(OS(=O)(=O)c3ccccc3)ccc21
-2 | 8 | 10 | -4 | -1 | -14 | -10 | 1.7 | -9 | -5 | 87 | Cc1ccc(NC(=O)c2ccccc2Cl)cc1-n1cnnn1
-3 | 30 | -20 | -7 | 16 | . | 20 | 0.9 | -5 | -13 | 92 | Oc1ccccc1C=NN=Cc1ccccc1Cl
12 | 94* | 47 | 5 | 19 | 7 | -47 | 0.7 | 0 | 9 | 99 | O=C(Nc1ccc(F)cc1)Nc1ccc(N2CCOCC2)c2nonc12
. | 1 | 7 | -2 | 28 | 2 | -7 | -3.0 | 0 | 3 | 99 | COc1cc(CCCN2C(=O)C(=O)NC[C@@H]2CC2CCCCC2)cc(OC)c1OC
-4 | -17 | 8 | -4 | 2 | -14 | -8 | -4.0 | -1 | -10 | 105 | CC(C)C(NC(=O)c1ccc(F)cc1)C(=O)N1CCC1 (stereo not drawn)
1 | 27 | 26 | ? | -5 | -7 | -26 | 0.1 | -2 | -5 | 99 | CCOC(=O)c1c(C)[nH]c(C(=O)COC(=O)c2ccc(O)cc2O)c1C
-1 | 5 | -2 | -5 | -16 | 3 | 2 | 1.0 | -10 | 8 | 125 | O=C(CNS(=O)(=O)c1ccccc1)NCC(=O)OCc1ccc(C(=O)c2ccccc2)cc1
0 | . | -12 | -1 | -6 | 81 | 12 | -0.9 | -1 | 8 | 108 | CCn1ncc([N+](=O)[O-])c1C(=O)Nc1c(C)cccc1C
2 | 0 | 15 | -8 | -1 | 62 | -15 | -2.7 | -10 | 3 | 84 | Cc1ccc(-c2nnc(NC3CCCCC3)c3ccccc23)cc1S(=O)(=O)N1CCN(C)CC1
0 | -17 | 12 | -7 | 1 | 9 | -12 | 1.1 | 5 | -2 | 96 | COc1ccc(C(=S)N2CCOCC2)cc1OS(=O)(=O)c1ccccc1[N+](=O)[O-]
-3 | 18 | -10 | -16 | 12 | 772 | 10 | 1.8 | -12 | 5 | . | Cc1cc(C)nc(NC2=NCC(=O)N2CCc2c[nH]c3ccccc23)n1
-3 | 0 | 5 | 3 | 2 | -11 | -5 | -2.2 | 6 | -5 | 104 | Cn1ncc2c(NNC(=O)c3ccccc3Cl)ncnc21
-3 | 4 | -13 | 0 | 31 | 409 | 13 | 0.1 | -16 | -9 | 124 | Cc1cc(/C(O)=C2\C(=O)C(=O)N(CCN(C)C)C2c2ccncc2)ccc1OCc1ccccc1 (stereo not drawn)
46 | 4 | . | 1 | 18 | 65 | . | 0.7 | 6 | 3 | 116 | Cc1cc(NC(=O)CCC(=O)N(Cc2cccs2)C(C)(C)C(=O)NC2CCCCC2)no1
-1 | 3 | 46 | -4 | 8 | 7 | -46 | -1.7 | -4 | -5 | 85 | COc1cc(C(=O)NCC(c2cccnc2)N2CCN(c3ccc(F)cc3)CC2)cc(OC)c1OC (stereo not drawn)
-1 | -4 | 7 | 2 | 12 | 27 | -7 | 1.8 | -4 | -17 | 103 | Cc1ccc(-c2cc(C(=O)Nc3ccc(S(=O)(=O)Nc4nc(C)cc(C)n4)cc3)c3ccccc3n2)cc1
0 | 1 | -17 | -3 | 4 | -21 | 17 | -0.8 | -3 | -4 | 94 | Cc1cc([N+](=O)[O-])c(-c2ccc(/C=N/n3cnnc3)o2)cc1Cl
-5 | -9 | -5 | -2 | -10 | . | 5 | -0.2 | 1 | -11 | 85 | COCCn1c(N)c(N(Cc2ccccc2)C(=O)Cc2c(Cl)cccc2Cl)c(=O)[nH]c1=O

MITF act: hit marks shown above.
NSD2 HMT inh | MITF act | SR-BI DiI inh | dFosB activator | Arr AP2 block | SUMO Mot1 rescue | SR-BI DiI-HDL act | CDK5 inh | PKA-R1A act | PKA-R2B activ | Pemphigus Ab inh | Molecule
. | 82* | 4 | 4 | 36 | . | -4 | -1.1 | -1 | 1 | 97 | O=c1nc(/C=C/c2ccc(O)c(O)c2)oc2ccccc12
12 | 94* | 47 | 5 | 19 | 7 | -47 | 0.7 | 0 | 9 | 99 | O=C(Nc1ccc(F)cc1)Nc1ccc(N2CCOCC2)c2nonc12

Next part.
NSD2 HMT inh | MITF act | SR-BI DiI inh | dFosB activator | Arr AP2 block | SUMO Mot1 rescue | SR-BI DiI-HDL act | CDK5 inh | PKA-R1A act | PKA-R2B activ | Pemphigus Ab inh | Molecule
. | 4 | -19 | 7 | -2 | 131 | 19 | -1.6 | -14 | -10 | . | C[C@H]1CCC[C@]2(O[C@@H](CCO)C[C@H](O)[C@H]2O)O1
0 | 41 | 10 | 0 | -2 | 9 | -10 | 0.1 | -6 | 1 | 102 | Cc1ccc(NC(=O)c2cc(=O)c3ccccc3o2)cc1
1 | 0 | -37 | -4 | -9 | -15 | 37 | -12 | -5 | -6 | 106 | COc1ccc(N2CCN(C(=O)c3cc([N+](=O)[O-])ccc3N3CCN(CCO)CC3)CC2)cc1
-2 | 6 | -14 | 2 | 66* | -3 | 14 | 0.2 | 6 | 5 | 111 | NC1=NCC(O)=C1c1nc2ccccc2[nH]1
-5 | 14 | . | -8 | 0 | . | . | 1.0 | -2 | -1 | 106 | CCc1cccc(CC)c1NC(=O)CNCc1cccs1
2 | 3 | -25 | -8 | -11 | -4 | 25 | 1.1 | 1 | 10 | 114 | O=C(CN(c1ccccn1)S(=O)(=O)c1ccccc1)N/N=C/c1cccc([N+](=O)[O-])c1
-6 | -5 | 9 | -5 | 14 | . | -9 | -1.9 | 4 | -6 | 123 | O=[N+]([O-])c1ccc(S(=O)(=O)NN=CCCc2ccccc2)cc1
-3 | . | -7 | -4 | 27 | 10 | 7 | -0.8 | 12 | 10 | 110 | O=C(NCCN1CCN(c2ccccc2)CC1)Nc1cccc(Cl)c1
. | . | 7 | -7 | -1 | 0 | -7 | -0.3 | 0 | 0 | 87 | Cc1ccc(C(=O)NCc2ccc3c(c2)OCO3)cc1N1CCCC1=O
-1 | -12 | -11 | -6 | -10 | -11 | 11 | -0.6 | -5 | -6 | 103 | CC(=O)Nc1ccc(S(=O)(=O)NCCSCc2cccc(Cl)c2)cc1
-1 | 0 | 8 | -7 | -1 | 11 | -8 | 1.8 | -6 | 4 | 103 | COc1cccc(-c2nc3ccc(O)cc3c(=O)o2)c1
. | 20 | 9 | 2 | 7 | 7 | -9 | 1.2 | -10 | -1 | 82 | O=C(Nc1ccc(-c2cn3ccccc3n2)cc1)c1cccs1

Reformatted field by field: part of the list above
CCc1cccc(CC)c1NC(=O)CNCc1cccs1
  NSD2 HMT inh: -5	MITF act: 14	SR-BI DiI inh: .	dFosB activator: -8	Arr AP2 block: 0	SUMO Mot1 rescue: .	SR-BI DiI-HDL act: .	CDK5 inh: 1.0	PKA-R1A act: -2	PKA-R2B activ: -1	Pemphigus Ab inh: 106

Cc1ccc(NC(=O)c2cc(=O)c3ccccc3o2)cc1
  NSD2 HMT inh: 0	MITF act: 41	SR-BI DiI inh: 10	dFosB activator: 0	Arr AP2 block: -2	SUMO Mot1 rescue: 9	SR-BI DiI-HDL act: -10	CDK5 inh: 0.1	PKA-R1A act: -6	PKA-R2B activ: 1	Pemphigus Ab inh: 102

Full records, looked up by structure. Screens in order: NSD2 HMT inh, MITF act, SR-BI DiI inh, dFosB activator, Arr AP2 block, SUMO Mot1 rescue, SR-BI DiI-HDL act, CDK5 inh, PKA-R1A act, PKA-R2B activ, Pemphigus Ab inh
O=C(NCCN1CCN(c2ccccc2)CC1)Nc1cccc(Cl)c1 is listed as -3, ., -7, -4, 27, 10, 7, -0.8, 12, 10, 110
CCc1cccc(CC)c1NC(=O)CNCc1cccs1 is listed as -5, 14, ., -8, 0, ., ., 1.0, -2, -1, 106
O=C(CN(c1ccccn1)S(=O)(=O)c1ccccc1)N/N=C/c1cccc([N+](=O)[O-])c1 is listed as 2, 3, -25, -8, -11, -4, 25, 1.1, 1, 10, 114
O=C(Nc1ccc(-c2cn3ccccc3n2)cc1)c1cccs1 is listed as ., 20, 9, 2, 7, 7, -9, 1.2, -10, -1, 82

An unsorted share of the library; any-hit rate near 4.7%.
